HepG2 viability = counter-screen for TGF-b inhibitors: cytotoxicity in HepG2 cells; 410,000 compounds, 0.76% hits; Potency, µM (series often up to 46.1 µM), without a hit: at the highest dose activity change, negative = cytotoxicity, usual class: cytotoxic; AID 588856; HepG2 CAGA-GFP viability, ATP luminescence, 18 h; further: potency means the concentration at half of the fitted maximal effect; some results filed as inactive show a strong effect at the top dose
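HepG2 CAGA-GFP cells (1000/well, DMEM with 1% FBS) received compound, then TGF-beta at 500 pg/mL final, and were incubated 18 hours at 37 degrees C. Viability was read by CellTiter-Glo luminescence. Media-only wells were set as complete cell-killing and DMSO as no toxicity.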
A549 tox = A549 cytotoxicity, counter-screen for Nrf2 inhibitors. A549 ARE-Fluc cells, CellTiter-Fluor viability, 18-24 h. Potency, µM (doses to about 46 µM), for inactives: top-dose activity change, negative = cytotoxicity, hits mostly inhibitors. 390,000 compounds, 0.16% hits; further: potency means the concentration at half of the fitted maximal effect; on the % scale 0 is the no-effect control and ±100 the full control effect
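A549 ARE-Fluc cells in 5% FBS OPTI-MEM, 5000 cells/well, rested 2 h then exposed to compounds in concentration-response for 18-24 h at 37 °C. Viability by CellTiter-Fluor fluorescence (Ex 405/Em 525) after 30 min; luciferase luminescence (BugLite, 15 min, RT) read afterwards.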
Nrf2 activator = Nrf2 pathway activation | AID 624171 | Potency, µM (doses to about 46.1 µM), for inactives: at the top dose activation, actives largely listed as activators | AREc32 ARE-luciferase reporter (MCF7-derived line), luminescence, 24 h | 410,000 compounds, 0.31% hits; further: potency means the concentration at half of the fitted maximal effect; % of control where 0% means no effect; nearly all actives have a fitted effect of over 65% in size
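Reporter line AREc32 (ARE-Fluc), seeded overnight in OPTI-MEM with 5% FBS; compound pin-transferred, 24 hr at 37 deg C, 5% CO2; luminescent read-out.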
Abeta rescue = restores growth of yeast expressing A-beta42 peptide. yeast expressing A-beta42, growth rescue, OD600, 48 h; response scale: 0% DMSO, 100% iron-clioquinol control. Potency, µM (titrated, usually from 46.1 µM), for the others: at the highest dose growth rescue, actives largely listed as activators. 410,000 compounds, 0.063% hits. AID 1347071; further: potency means the concentration at half of the fitted maximal effect; nearly all actives have a fitted effect of over 55% in size
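Growth rescue measured by 600 nm absorbance after 48 h yeast culture at 30 C with compound. Values normalized between DMSO and an equimolar ferric chloride plus clioquinol control.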
TGFb inhibitor = blocks TGF-b signaling. 410,000 compounds, 1.2% hits. Potency, µM (doses to about 46.1 µM), without a hit: at the highest dose activity, negative = inhibition, hits mostly inhibitors. HepG2 CAGA-GFP TGF-b/SMAD3 reporter, GFP fluorescence, 18 h; TGF-beta stimulated, 500 pg/mL final; further: potency means the concentration at half of the fitted maximal effect; on the % scale 0 is the no-effect control and ±100 the full control effect; nearly all actives have a fitted effect of over 65% in size
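Cell-based qHTS in HEPG2 carrying a CAGA-GFP Smad reporter; compounds added before 500 pg/mL final TGF-beta, 18 h incubation at 37 degrees C, GFP fluorescence quantified per cell by imaging cytometry.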
CCT modulator = modulators of cytosolic chaperonin (CCT/TRiC) activity; purified chaperonin ATPase assay, HTRF ADP detection, 30 min; AID 651819; activity change, % (concentration not given with the values), hits read low; 360,000 compounds, 0.3% hits; in the data active means activity change below about -30%; further: on the % scale 0 is the no-effect control and ±100 the full control effect
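TRiC (40 or 20 nM final, by batch activity) in 30 mM Tris pH 7.4, 100 mM KCl, 5 mM MgCl2, 1 mM DTT was treated with compound at 76 uM single dose, then 10 uM ATP, 30 min at 37 °C. ADP was read by HTRF Transcreener.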
Mm-Cpn inhibitor = M. maripaludis TRiC chaperonin inhibition | purified Mm-Cpn ATPase, ADP Transcreener TR-FRET | Potency, µM (top dose mostly 76.9 µM), for inactives: at the top dose activity, negative = inhibition, usual class: inhibitors | 330,000 compounds, 0.031% hits | AID 504842; further: potency means the concentration at half of the fitted maximal effect; on the % scale 0 is the no-effect control and ±100 the full control effect; nearly all actives have a fitted effect of over 80% in size
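Purified archaeal Mm-CPN (25nM final) preincubated 10 min at 37degC with compound, then 10uM ATP for 30 min at 37degC; ADP measured by HTRF Transcreener TR-FRET; buffer 30 mM TRIS pH 7.4, 100mM KCl, 5mM MgCl2, 1mM DTT.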
Nrf2 block = Nrf2 pathway inhibition; A549 ARE-Fluc reporter, luciferase luminescence, 18-24 h; Potency, µM (doses to about 46 µM), for the others: top-dose activity change, negative = inhibition, actives largely listed as inhibitors; 360,000 compounds, 2.1% hits; AID 504444; further: potency means the concentration at half of the fitted maximal effect; on the % scale 0 is the no-effect control and ±100 the full control effect; nearly all actives have a fitted effect of over 60% in size
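Reporter: ARE-Fluc in A549. Exposure: 18-24 h, 37 °C, 5% CO2, 5% FBS OPTI-MEM. Readouts: fluorescent cytotoxicity (CellTiter-Fluor), then luminescent Nrf2 signal after BugLite.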
pAkt inh = blocks phosphorylation of Akt. Neuro2A IGF-stimulated pAkt S473 HTRF, 20 min; stronger effect = lower value. 360,000 compounds, 0.32% hits. activity change, % for hits at 50 µM. AID 651550; in the data active means activity change below about -80%; inconclusive means mostly about -51% to -80%; further: on the % scale 0 is the no-effect control and ±100 the full control effect
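Single-point screen (50 µM final compound) in Neuro2A cells stimulated 20 min with 6 nM IGF at 37 deg C. After lysis, Ser473-phosphorylated Akt read by HTRF (ex 330 nm, em 615/665 nm) as the 665/615 ratio.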
Starred values were filed as active, the others as inactive; i = inactive; ? = inconclusive; . = not tested or not shown; & = joins results of further samples; [ ] = dose if it differs, or a comment. Unless noted, the call rests on the fitted dose curve; in most records, active means well fitted curve in the direction sought with a large enough effect; inconclusive means small, poorly fitted or top-dose-only effect, or another doubt; inactive means no such curve, though single readings can be large; an effect the other way counts as inactive or inconclusive. Hits appear at their usual frequency; overall some 4.3% were active at least once.

nr	SMILES	HepG2 viability	A549 tox	Nrf2 activator	Abeta rescue	TGFb inhibitor
1	N#Cc1ccccc1S(=O)(=O)N1CCN(CC(O)CN2CCOCC2)CC1 (stereo unspecified)	19%	0%	-0.2%	-3%	14%
2	COc1ccc(OC)c(C(=O)c2coc3ccc(OC(C)=O)cc23)c1	-11%	4%	3.9%	10%	-16%
3	CC(=O)Nc1ccc(S(=O)(=O)N2CCN(Cc3ccccc3[N+](=O)[O-])CC2)cc1	-36%	-1%	2.6%	-11%	-24%
4	C=CCSc1nc(N)c2c(C)c(C)sc2n1	-9%	-6%	5.0%	10%	-1%
5	Cc1cccc(Nc2nc3c(c(=O)n(C)c(=O)n3C)n2Cc2ccccc2)c1	1%	-2%	0.4%	-7%	-2%
6	COc1cc(/C=N/NC(=O)c2cc(-c3ccccc3)sc2N)cc(OC)c1OC	-10%	-12%	4.6%	12%	5%
7	CN1CCN(C2=Cc3ccccc3Sc3cc(F)c(Cl)cc32)CC1	-117%	-26%	4.9%	-7%	?
8	CCn1c(O)c(/C=C2\C=Nc3ccccc32)sc1=O	-13%	-1%	17%	3%	-16%
9	CCCNC(=O)c1ccc(-c2nc3ccccc3s2)s1	-10%	0%	-1.6%	-17%	26%
10	CC(Oc1ccccc1)C(=O)N1CCN(c2ccc(N3CCOCC3)nn2)CC1 (stereo unspecified)	-18%	6%	0.3%	7%	-3%
11	COc1ccc(OC)c(NC(=O)c2nnn(CCc3ccccc3)c2N)c1	-18%	-2%	-0.2%	-5%	3%
12	CN(CCN1CCc2ccccc2C1)Cc1nc(-c2ccc3c(c2)OCO3)no1	-7%	-2%	2.0%	-25%	3%

nr	CCT modulator	Mm-Cpn inhibitor	Nrf2 block	pAkt inh
1	-1.9	-9%	17%	i
2	2.6	1%	-2%	i
3	-3.9	-7%	?	i
4	-2.1	-1%	?	i
5	2.2	0%	7%	i
6	-10	-3%	16µM*	i
7	2.5	1%	3%	i
8	-0.9	1%[15.4 µM]	?	i
9	-0.1	-7%	?	i
10	-0.3	1%	20%	i
11	-0.5	-6%	7%	i
12	-2.2	0%	3%	i

Retrieved one by one from the list above:
nr	SMILES	HepG2 viability	A549 tox	Nrf2 activator	Abeta rescue	TGFb inhibitor
5	Cc1cccc(Nc2nc3c(c(=O)n(C)c(=O)n3C)n2Cc2ccccc2)c1	1%	-2%	0.4%	-7%	-2%
8	CCn1c(O)c(/C=C2\C=Nc3ccccc32)sc1=O	-13%	-1%	17%	3%	-16%
3	CC(=O)Nc1ccc(S(=O)(=O)N2CCN(Cc3ccccc3[N+](=O)[O-])CC2)cc1	-36%	-1%	2.6%	-11%	-24%

nr	CCT modulator	Mm-Cpn inhibitor	Nrf2 block	pAkt inh
5	2.2	0%	7%	i
8	-0.9	1%[15.4 µM]	?	i
3	-3.9	-7%	?	i

New compounds follow:
nr	SMILES	HepG2 viability	A549 tox	Nrf2 activator	Abeta rescue	TGFb inhibitor
13	Cc1cc(C)c(S(=O)(=O)N2CCOCC2)cc1NS(=O)(=O)c1cc(OCC(N)=O)c(C)cc1Cl	3%	-4%	-0.2%	7%	3%
14	CNC(=S)N/N=C/C1=CCC2CC1C2(C)C (stereo unspecified)	-14%	14%	6.3%	8%	1.1µM*
15	CCOc1ncccc1C(=O)OCC(=O)Nc1ncc(C(F)(F)F)cc1Cl	2%	-1%	0.1%	14%[9.22 µM]	10%
16	CC1Cc2ccccc2N1C(=O)CCn1c(=O)oc2ccccc21 (stereo unspecified)	-4%	12%	-0.6%	7%	1%
17	Cc1cc(C)nc(NS(=O)(=O)c2ccc(NC(=O)c3snnc3C)cc2)n1	1%	0%	0.1%	4%	19%
18	O=[N+]([O-])c1ccc2c(c1N1CCCCC1)=NC1(CCCCC1)[N+]=2[O-]	-58%	?	5.0%	-30%	-18%
19	COc1ccc(S(=O)(=O)Nc2cc3c4c(c2)CCN4C(=O)CC3)cc1C	-7%	0%	4.7%	7%	5%
20	CC(C)C1N=C2c3ccccc3N=C(SCc3cc(=O)n4cc(Cl)ccc4n3)N2C1=O (stereo unspecified)	-22%	1%	0.4%	16%	18%
21	O=c1c2c3nc4ccccc4nc3n(/N=C/c3ccncc3)c2ncn1-c1ccccc1	5%	?	2.4%	-2%	-2%
22	CCc1ccc(C2C(C#N)=C(N)Oc3n[nH]c(CC(=O)OC)c32)cc1 (stereo unspecified)	5%	-3%	0.1%	17%	0%
23	COc1ccccc1N1CCN(Cc2ccsc2)CC1	-15%	4%	-0.6%	4%	-13%
24	COc1ccc(SC[C@H](Cc2ccccc2)N2CCN(CCc3ccccc3)CCC2=O)cc1	3%	-11%	5.8%	15%	?

nr	CCT modulator	Mm-Cpn inhibitor	Nrf2 block	pAkt inh
13	-0.2	-1%	1%	i
14	2.9	1%	11%	i
15	-0.5	-1%	.	i
16	-2.0	2%	0%	i
17	1.1	1%	3%	i
18	-0.3	-5%	21%	i
19	-1.8	0%	-19%	i
20	-1.6	-5%	?	i
21	-1.0	?	1%	i
22	0.4	-2%	6%	i
23	-1.3	0%	2%	i
24	0.0	0%	-13%	i

Other results:
nr	SMILES	HepG2 viability	A549 tox	Nrf2 activator	Abeta rescue	TGFb inhibitor
25	C=CCN=C1N[C@@H](c2ccccc2)C(C(=O)OC)=C(C)N1CC	-19%	1%	-0.8%	7%	-20%
26	COCCNC(=O)c1ccccc1NC(=O)C1COc2ccccc2O1 (stereo unspecified)	-19%	13%	0.1%	-3%	18%
27	O=C(c1ccccc1)c1cn[nH]c1-c1ccccc1O	-3%	-5%	-0.5%	-4%	-4%
28	CCN(CC)C(=O)N1CCN(S(=O)(=O)c2c(C)cc(C)cc2C)CC1	-2%	9%	3.2%	-13%	-2%
29	CCOCC(=O)Nc1nnc(Cc2ccc(OC)c(OC)c2)s1	-4%	-1%	0.3%	-4%	0%
30	CC(C)c1ccccc1NC1=CC(=O)CC(C)(C)C1	16%	-3%	0.3%	0%	-8%
31	CC(=O)c1c(C)[nH]c(C(=O)Nc2cccc(C(F)(F)F)c2)c1C	-22%	?	4.6%	-21%	?
32	COC(=O)c1ccc(Cn2nnc3c(=O)[nH]c(C4CCCN(S(=O)(=O)c5ccccc5Cl)C4)nc32)cc1 (stereo unspecified)	8%&-11%	0%&-2%	-0.8%&-1.2%	8%&-8%	3%&-2%
33	COc1ccc(NC(=O)NCCN2C(=O)C3C4C=CC(C4)C3C2=O)cc1 (stereo unspecified)	-1%	-11%	-0.2%	8%	0%
34	Cn1c(=O)c2c(-c3ccccc3)n(-c3ccccc3S)cc2n(C)c1=O	7%	.	-1.7%	8%	2%
35	COc1cccc(-c2nc(SC)nc3sc(C(=O)NC(C)(C)C)c(N)c23)c1	5%	0%&10%	0.2%	7%	3%
36	CCc1csc(CCNC(=O)C2CCC(=O)N(Cc3ccccc3F)C2)n1 (stereo unspecified)	2%	2%	0.0%	6%	7%

nr	CCT modulator	Mm-Cpn inhibitor	Nrf2 block	pAkt inh
25	-1.7	2%&2%	-5%	i
26	-1.0	-2%	?	i
27	-1.3	3%	5%	i
28	-2.9	-17%	?	i
29	-0.3	-3%	-28%	i
30	-1.2	-1%	14%	i
31	-0.8	1%	21µM*	i
32	-1.8	-2%	16%&20%	i
33	-0.3	3%	?	i
34	2.0	.	.	i
35	.	.	?	.
36	-0.2	-4%	1%	i

Continuation.
nr	SMILES	HepG2 viability	A549 tox	Nrf2 activator	Abeta rescue	TGFb inhibitor
37	C=CCn1c(SCC(=O)N2CCCC2)nc2cc(C(=O)NCC3CCCO3)ccc2c1=O (stereo unspecified)	-14%	-7%	-0.4%	14%	11%
38	C/C(CC(=O)Nc1cccc(Br)c1)=N\NC(=O)c1ccc(O)cc1O	-7%	-1%	-0.2%	13%	-11%
39	CC(=O)Nc1ccc2nc(NC(=O)CCc3ccccc3)sc2c1	-20%	-1%	3.4%	12%	14%
40	CCNC(=O)c1cnc2c(-c3ccccc3)c(C)nn2c1C	5%	2%	-0.7%	-3%	5%
41	COc1ccc(-n2nnnc2SC(C)C(=O)NCC(=O)Nc2ccc(F)c(F)c2F)cc1 (stereo unspecified)	3%	0%	2.6%	4%	?
42	CCn1c(SCc2nc3ccccc3c(=O)[nH]2)nnc1-c1cccnc1	0%	1%[1.84 µM]	0.4%	12%	1%
43	CCO/C=N/Nc1nc(C(F)(F)F)nc2c1cnn2Cc1ccccc1	-97%	-19%	-0.2%	7%	?
44	CN(CC(=O)Nc1ccccc1Br)C(=O)c1ccc(COc2ccccc2)cc1	-21%	3%	7.7%	-3%	-23%
45	Nn1c(SCc2ccccc2)nnc1C1CCCCC1	-26%	1%	0.4%	1%	-29%
46	CN1CCN(c2ccc(S(=O)(=O)N3CCCCC3)cc2NC(=O)c2ccc(F)cc2F)CC1	11%	-14%	5.3%	3%	-29%

nr	CCT modulator	Mm-Cpn inhibitor	Nrf2 block	pAkt inh
37	-2.5	2%	-19%	i
38	-3.5	-4%	-15%	i
39	-0.2	0%	?	i
40	.	.	26%	.
41	-0.1	-1%	-11%	i
42	-0.2	-1%	-14%	i
43	-2.8	2%	23µM*	i
44	1.6	0%	0%	i
45	-5.0	-1%	25%	i
46	0.0	0%	-18%	i
